Assay outcomes: PubChem BioAssay, Sanford-Burnham Center for Chemical Genomics
Hsp70 inhibitors – small molecules displacing fluorescent ligand from Hsp70 – biochemical, fluorescence polarization, primary screen (AID 583); Hsp70 fluorescence polarization probe displacement, mP; higher % means a stronger effect; displacement, % at 20 µM; hits with a dose series show IC50 in µM; 140,000 tested, 0.06% active; in the data active = displacement above about 50%;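 note: plate controls were vehicle for no effect and reference ligand for full effect; a part of the inactive calls stands beside numbers as strong as those of hits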
Rat MKP-3 inhibitors – inhibition of rat DUSP6 enzyme activity – biochemical, in vitro, primary screen (AID 425); recombinant MKP-3 phosphatase activity, fluorescence; higher % means a stronger effect; one-dose inhibition, % at 20 µM; IC50 in µM for titrated hits; 110,000 tested, 0.17% active; in the data active = inhibition above about 50%;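 note: plate controls were vehicle for no effect and reference inhibitor for full effect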
The depositor's hits bear a star; x = not tested or not shown; & = joins results of further samples. Not all compounds are listed; the hit share may differ from the screen's.

No.	SMILES	Rat MKP-3 inhibitors	Hsp70 inhibitors
1	CN(C)c1cccc(NC(=O)Cc2ccc(F)cc2)c1	3%	7.4%
2	O=S(=O)(c1ccccc1)N1CCN(S(=O)(=O)c2ccccc2)C(O)C1O (configuration not stated)	1%	1.9%
3	CCOc1ccc(/C=C2/SC(=S)N(n3c(C)ccc3C)C2=O)cc1	x	5.6%
4	O=C(c1ccc(F)cc1)N1CCN=C1c1ccccc1	5%	-1.6%
5	CCC(=O)c1ccc(N2CCOCC2)c(F)c1	4%	-1.8%&-2.4%
6	Cc1cc(C)n2nc(C(=O)NCc3ccccc3)cc2n1	-7%	-0.3%
7	O=S(=O)(Cc1ccccc1)CC(O)COc1ccc(Cl)cc1 (configuration not stated)	2%	5.6%
8	Cc1cccc(OCC(=O)N/N=C/c2cccnc2)c1	2%	-5.8%
9	O=c1c2c(C(F)(F)F)cc(C(F)(F)F)nc2[nH]n1-c1ccccc1	x	4.6%
10	CCN(CC)CCCCCOc1cccc(Cl)c1	1%	5.0%
11	CCOC(=O)CCSc1nc(C)c2cc(C)ccc2n1	x	-1.8%
12	O=C1CCC(=O)N1c1nc2n(n1)C(c1ccccc1)C=C(c1ccc(Br)cc1)N2 (configuration not stated)	6%	5.4%
13	N/C(=N\OC(=O)/C=C/c1ccccc1)c1ccc(Br)cc1	0%	-5.5%
14	COCc1[nH]nc2c1C(c1c(F)cccc1Cl)C(C#N)=C(N)O2 (configuration not stated)	-8%	4.7%
15	CCOC(=O)c1c(C)oc2cc(Cl)c(O)c(CN(C)C)c12	2%	-6.6%
16	COc1ccc(C2NC(=O)NC(C)=C2C(=O)Nc2cc(Cl)ccc2C)cc1OC (configuration not stated)	-13%	1.5%
17	CCC(CC)C(=O)NCc1ccc2c(c1)cc(C)n2C	x	6.0%
18	COC(=O)CNc1nc(-c2ccncc2)nc2ccccc12	-16%	3.7%
19	Cc1ccc(NC2=NC(c3ccc(C)cc3)n3c(nc(C)cc3=O)N2)cc1 (configuration not stated)	-3%	-4.7%
20	O=C1[C@@H]2C(c3ccccc3Cl)=NO[C@@H]2C(=O)N1Cc1ccccc1	2%	2.1%
21	COc1ccc(CCNS(=O)(=O)c2ccc3c(c2)CC(C)N3C(C)=O)cc1OC (configuration not stated)	1%	-3.4%
22	COc1cccc(NC(=O)N(Cc2cc3cc(C)cc(C)c3[nH]c2=O)CC2COCCO2)c1 (configuration not stated)	-10%	-2.0%
23	CC(C)CNC(=O)c1c(N)n(/N=C/c2ccccn2)c2nc3ccccc3nc12	5%	4.0%
24	CCN(CC)c1ccc(-c2nn3c(-c4n[nH]c5c4CCC5)nnc3s2)cc1	17%	-6.3%
25	Cc1c(Cl)cnc(NC(=O)CSc2nnc(C)n2Cc2ccccc2)c1Cl	x	-0.4%
26	Cc1cc(C)c2c(n1)nn1c(N3CCN(Cc4ccccc4)CC3)cc(C)nc21	-4%	1.2%
27	Cc1ccccc1N=C1NC(=O)CS1	-3%&0%	9.2%&-1.2%
28	Cc1ccc(SC(CC(=O)O)c2ccccc2)cc1 (configuration not stated)	0%	8.0%
29	COc1cc(/C=N/n2c(C)nnc2C)cc(OC)c1OC	0%	-4.1%
30	COc1ccccc1CNC(=O)CCNC(=O)Cn1cnc2ccccc2c1=O	2%	8.8%
31	CS(=O)(=O)Nc1ccccc1C(=O)Nc1cccc(Cl)c1	-8%	x
32	O=C(Nc1ccc2nn(-c3ccc(F)cc3)nc2c1)c1ccncc1	-3%	-0.3%
33	CCCCCCn1c(CN2CCCC(C)C2)nc2c1c(=O)n(C)c(=O)n2C (configuration not stated)	-1%	-1.6%
34	N#C/C(=C/c1ccc(-c2ccccc2)cc1)c1nc(-c2ccc(Cl)cc2)cs1	0%	0.7%
35	O=C(N1CCN(c2ccc(F)cc2)CC1)C12CC3CC(CC(C3)C1)C2	-6%	2.8%
36	O=C(Nc1nc(-c2nc3ccccc3s2)cs1)C1CC1	-1%	-0.3%
37	COc1ccc(OC)c(CN2CCN(Cc3ccc(Br)cc3)CC2)c1	2%	-3.0%
38	O=S1(=O)CCC(NC(=S)N=Nc2c(O)[nH]c3ccccc23)C1 (configuration not stated)	0%	4.9%
39	COc1ccc(Nc2nc3ccccc3nc2C)cc1	4%	-5.4%
40	Cc1nc(NCCN2CCOCC2)c2nnn(Cc3ccccc3Cl)c2n1	6%	-4.5%
41	O=C1C2C3C=CC(CC3)C2C(=O)N1/N=C/c1ccc(I)o1 (configuration not stated)	2%	0.9%
42	CCN(CC)C(=O)C1CCC(C)(C(=O)O)C1(C)C (configuration not stated)	-5%	-0.6%
43	O=S(=O)(Nc1cccc(I)c1)c1ccc(Cl)cc1	3%	-4.3%
44	Cc1nnc(NCc2ccncc2)c2ccccc12	-10%	-3.6%
45	CC1=C(C(=O)c2ccccc2)C(c2cccc([N+](=O)[O-])c2)NC(=O)N1 (configuration not stated)	0%	-2.4%
46	O=c1c2c([nH]c3ccccc13)CCCCCC2	8%	8.7%
47	COc1ccc(NC(=O)N2CCN(c3cccc(C(F)(F)F)c3)CC2)cc1OC	x	8.5%
48	COc1cc([N+](=O)[O-])ccc1NC(=O)/C=C/c1ccc(OC)c(OC)c1	4%	-0.9%
49	COc1cc(OC)c(C2C(C#N)=C(N)OC3=C2C(=O)CC(C)(C)C3)cc1OC (configuration not stated)	-17%	1.6%
50	COc1ccc(-n2cnnc2SCC(=O)N(C)C2CCS(=O)(=O)C2)cc1 (configuration not stated)	-9%	-2.6%
51	Cc1ccc2oc(-c3cc(NC(=O)C(C)C)ccc3O)nc2c1	-4%	-5.7%
52	CCOC(=O)CC1C(=O)NCCN1C(=O)NC1CCCCC1 (configuration not stated)	x	-0.5%
53	CCc1ccc(-c2csc(-c3cc4cccc(OC)c4oc3=O)n2)cc1	4%	1.8%
54	O=C(NN=C1CCCCC1)c1cccnc1	3%	-2.0%
55	COc1cc2cc(C#N)c(SCC(=O)N3CCOCC3)nc2cc1OC	x	0.5%
56	CCN(CC)c1ccc(NC(=O)COc2ccc(C)cc2C)cc1	2%	-5.0%
57	O=C(CCN1C(=O)c2ccccc2C1=O)Nc1ccc(F)cc1F	-4%	x
58	O=C(COc1cc(Cl)c(Cl)cc1Cl)N/N=C/c1cccnc1	1%	1.7%
59	CCC(=O)Nc1ccc(OC)cc1OC	-14%	2.1%
60	O=[N+]([O-])c1ccc(-c2ccc(/C=N/n3cnnc3)o2)cc1	1%	-8.4%

3 entries from above in another layout:
Under each structure: Rat MKP-3 inhibitors | Hsp70 inhibitors
4: O=C(c1ccc(F)cc1)N1CCN=C1c1ccccc1
  5% | -1.6%
34: N#C/C(=C/c1ccc(-c2ccccc2)cc1)c1nc(-c2ccc(Cl)cc2)cs1
  0% | 0.7%
19: Cc1ccc(NC2=NC(c3ccc(C)cc3)n3c(nc(C)cc3=O)N2)cc1 (configuration not stated)
  -3% | -4.7%

Other records:
No.	SMILES	Rat MKP-3 inhibitors	Hsp70 inhibitors
61	Cc1cc(NC(=O)c2ccc(Cl)cc2)ccc1-c1cc2ccccc2oc1=O	-1%	2.7%
62	O=C(CCNc1cccc(Cl)c1)c1ccco1	-3%	x
63	O=C(/C=C/c1ccc(-c2ccccc2[N+](=O)[O-])o1)Nc1ccc(-c2nc3ccccc3o2)cc1	12%	3.3%
64	COc1cc2c(cc1OC)C(c1cc(OC)c(OC)c(OC)c1)NCC2 (configuration not stated)	0%	-3.0%
65	CCn1c(-c2ccc(OC)c(OC)c2)n[nH]c1=S	0%	4.4%
66	O=C(Nc1ccccc1F)c1ccc(CSc2ccc(Cl)cc2)cc1	0%	4.3%
67	CCOC(=O)c1c(C)oc2cc(Br)c(OC(=O)c3ccc([N+](=O)[O-])cc3)cc12	1%	-3.5%
68	O=[N+]([O-])c1ccccc1/C=N/n1cnnc1	0%	-6.3%
69	COc1ccccc1NC(=O)C1CC1(c1cccc(C)c1)c1cccc(C)c1 (configuration not stated)	6%	0.5%
70	CC1CCCCC1N=CC1=C(O)CC(C)(C)CC1=O (configuration not stated)	-7%	3.5%
71	CCN(CC)S(=O)(=O)c1ccc(C(=O)OCCNC(=O)c2cccnc2)cc1	x	3.1%
72	Cn1nc([N+](=O)[O-])nc1Oc1ccc2ccccc2c1	x	0.2%
73	CCOc1ccc(-c2cc(C)n3nc(C(=O)Nc4cc(C)ccc4O)cc3n2)cc1	0%	4.6%
74	CCCCN(/C=C/C(=O)c1ccccc1)S(=O)(=O)c1ccccc1	0%	2.4%
75	Cn1c(=O)n(-c2cccc(Cl)c2)c(=O)c2c3c(sc21)COC(C)(C)C3	x	-1.3%
76	CC1(C)Cc2cccc(OCC(=O)Nc3cccnc3Cl)c2O1	x	-0.8%
77	O=c1oc2cc([N+](=O)[O-])ccc2nc1/C=C(O)/C=C\c1ccccc1	8%	-37%
78	Cc1cccc2cc(=O)[nH]c(C)c12	13%	8.8%
79	CCCCn1c(SCC(=O)NC(=O)NCc2ccco2)nc2cc(S(N)(=O)=O)ccc21	2%	3.3%
80	CC(=O)N1N=C2CC(C)(C)OCC2C1c1ccccc1 (configuration not stated)	1%	-51%
81	Cc1csc(SCC(=O)NC2CCCCC2)n1	x	-1.8%
82	O=C(O)CCSc1nc2ccc(N3C(=O)c4ccccc4C3=O)cc2s1	1%	2.5%
83	Clc1ccc(N2CCN(/N=C\c3cccs3)CC2)cc1	0%	2.0%
84	Oc1ccccc1-c1nnc(COc2ccc(Cl)cc2Cl)o1	-3%	x
85	O=C(CN1C(=O)S/C(=C/c2ccccc2F)C1=O)Nc1ccc(O)cc1	3%	1.0%
86	O=C(Nc1cccnc1)c1cnc2ccccc2n1	-2%	1.2%
87	N#CCc1c(C#N)c(N)nc(N2CCN(c3ccc(F)cc3)CC2)c1C#N	x	-3.5%
88	CCN1CCN(S(=O)(=O)c2ccc(OC)c(Br)c2)CC1	-4%	-0.2%
89	Cc1occc1C(=O)NCc1ccccc1	x	1.0%
90	CC(=O)c1cccc(NC(=O)N2CCCC2C(=O)NCc2ccc(C)cc2)c1 (configuration not stated)	3%	1.9%

Next part; it opens with the seven that closed the last part.
No.	SMILES	Rat MKP-3 inhibitors	Hsp70 inhibitors
84	Oc1ccccc1-c1nnc(COc2ccc(Cl)cc2Cl)o1	-3%	x
85	O=C(CN1C(=O)S/C(=C/c2ccccc2F)C1=O)Nc1ccc(O)cc1	3%	1.0%
86	O=C(Nc1cccnc1)c1cnc2ccccc2n1	-2%	1.2%
87	N#CCc1c(C#N)c(N)nc(N2CCN(c3ccc(F)cc3)CC2)c1C#N	x	-3.5%
88	CCN1CCN(S(=O)(=O)c2ccc(OC)c(Br)c2)CC1	-4%	-0.2%
89	Cc1occc1C(=O)NCc1ccccc1	x	1.0%
90	CC(=O)c1cccc(NC(=O)N2CCCC2C(=O)NCc2ccc(C)cc2)c1 (configuration not stated)	3%	1.9%
91	Cc1ccc(-c2nnc(SCC(=O)Nc3ccc4c(c3)OCCO4)n2N)cc1	-6%	-2.3%
92	CCC(=O)Nc1ccc(NC(=O)COc2ccccc2)cc1	3%	-4.7%
93	COc1ccc(OC)c(NC(=O)CN(c2ccccc2Cl)S(C)(=O)=O)c1	3%	-3.9%
94	O=C(Oc1ccc(Cl)cc1)c1cccc(S(=O)(=O)N2CCOCC2)c1	1%	2.9%
95	c1ccc(Cn2nnc3c(N4CCc5ccccc5C4)ncnc32)cc1	-23%	-2.8%
96	COc1ccc(CCNC(=O)CSc2nnc(-c3cccc(F)c3)o2)cc1OC	7%	-1.6%
97	Cn1cccc1Cc1nnc(SCC(=O)N2CCN(c3ccccc3)CC2)n1-c1ccc(F)cc1	3%	5.9%
98	Cc1ccc(Cn2ncc3c(N4CCCC4)ncnc32)cc1	-2%	4.8%
99	CCOC(=O)c1c(CN(C)C)n(C)c2cc(Br)c(O)cc12	6%	10%
100	COc1ccccc1C(=O)n1nc(-c2ccco2)nc1N	-2%	-3.6%
101	O=C1c2cccnc2C(=O)N1Cc1ccc(Cl)cc1	x	-5.4%
102	CC(=O)Nc1nc2c(c3c1c(=O)oc1ccccc13)CCCCC2	-11%	2.2%
103	Cc1cc(NC(=O)c2cc3ccccc3o2)ccc1NC(=O)c1ccccc1	-1%	-1.0%
104	O=C(Nc1ccc(-c2noc(COc3ccccc3Cl)n2)cc1)c1ccco1	-2%	-3.8%
105	COc1cc(C2CC(=O)Nc3ccccc3S2)cc(OC)c1OC (configuration not stated)	x	-0.7%
106	CN(C)/C=C1\N=C(c2cccc(Cl)c2)OC1=O	1%	-2.4%
107	Cn1nnnc1SCCOc1ccc(C#N)cc1	3%	4.7%
108	CCNC(=O)NC(=O)C(C)SCc1ccccc1C (configuration not stated)	-7%	4.0%
109	O=c1c2cc(Br)ccc2nc2n1CCCCC2	x	1.0%
110	CCCN(CCO)Cc1cccc(Cl)c1	-4%	3.6%
111	CC(=O)NC12CC3CCC(CC(C3)C1)C2	0%	-0.6%
112	CCOCC(=O)Nc1ccc2c(c1)OCCO2	-14%	0.1%
113	O=C(NCCN1CCCCC1)c1ccc(=O)oc1	5%	6.9%
114	CCc1ccccc1-n1c(-c2ccncc2)n[nH]c1=S	-3%	x
115	c1nnc(NC2=NCCC2)s1	x	6.4%
116	COc1cc(NS(=O)(=O)c2ccc(NC(=O)C3CCCO3)cc2)nc(OC)n1 (configuration not stated)	-4%	-1.3%
